GFP derepression: epigenetic modulators derepressing GFP locus in mouse cells; mouse C127i GFP locus derepression, cytometry, 30 h; Potency, µM (highest dose often 46.1 µM), without a hit: top-dose GFP derepression (activation); 0.09% of 68,000 active; AID 597; note: % of control where 0% means no effect
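Murine C127i mammary cells carrying a silenced, stably integrated CMV-driven GFP reporter were treated with compound for 30 hours at 37 C. After PBS washes, GFP-positive cells were counted by laser-scanning microplate cytometry.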
BRCT PPI green: inhibitors of human BRCA1 BRCT-phosphoprotein interaction (green fluorophore); BRCA1 BRCT-phosphopeptide binding, green fluorescence polarization; Potency, µM (top dose mostly 76.9 µM), without a hit: at the highest dose activity change, negative = inhibition, actives largely listed as inhibitors; 0.05% of 75,000 active; AID 875;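 note: potency is the fitted concentration of half-maximal effect; plate controls were peptide without protein for full effect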
Target sequence (P38398 whole entry, looked up): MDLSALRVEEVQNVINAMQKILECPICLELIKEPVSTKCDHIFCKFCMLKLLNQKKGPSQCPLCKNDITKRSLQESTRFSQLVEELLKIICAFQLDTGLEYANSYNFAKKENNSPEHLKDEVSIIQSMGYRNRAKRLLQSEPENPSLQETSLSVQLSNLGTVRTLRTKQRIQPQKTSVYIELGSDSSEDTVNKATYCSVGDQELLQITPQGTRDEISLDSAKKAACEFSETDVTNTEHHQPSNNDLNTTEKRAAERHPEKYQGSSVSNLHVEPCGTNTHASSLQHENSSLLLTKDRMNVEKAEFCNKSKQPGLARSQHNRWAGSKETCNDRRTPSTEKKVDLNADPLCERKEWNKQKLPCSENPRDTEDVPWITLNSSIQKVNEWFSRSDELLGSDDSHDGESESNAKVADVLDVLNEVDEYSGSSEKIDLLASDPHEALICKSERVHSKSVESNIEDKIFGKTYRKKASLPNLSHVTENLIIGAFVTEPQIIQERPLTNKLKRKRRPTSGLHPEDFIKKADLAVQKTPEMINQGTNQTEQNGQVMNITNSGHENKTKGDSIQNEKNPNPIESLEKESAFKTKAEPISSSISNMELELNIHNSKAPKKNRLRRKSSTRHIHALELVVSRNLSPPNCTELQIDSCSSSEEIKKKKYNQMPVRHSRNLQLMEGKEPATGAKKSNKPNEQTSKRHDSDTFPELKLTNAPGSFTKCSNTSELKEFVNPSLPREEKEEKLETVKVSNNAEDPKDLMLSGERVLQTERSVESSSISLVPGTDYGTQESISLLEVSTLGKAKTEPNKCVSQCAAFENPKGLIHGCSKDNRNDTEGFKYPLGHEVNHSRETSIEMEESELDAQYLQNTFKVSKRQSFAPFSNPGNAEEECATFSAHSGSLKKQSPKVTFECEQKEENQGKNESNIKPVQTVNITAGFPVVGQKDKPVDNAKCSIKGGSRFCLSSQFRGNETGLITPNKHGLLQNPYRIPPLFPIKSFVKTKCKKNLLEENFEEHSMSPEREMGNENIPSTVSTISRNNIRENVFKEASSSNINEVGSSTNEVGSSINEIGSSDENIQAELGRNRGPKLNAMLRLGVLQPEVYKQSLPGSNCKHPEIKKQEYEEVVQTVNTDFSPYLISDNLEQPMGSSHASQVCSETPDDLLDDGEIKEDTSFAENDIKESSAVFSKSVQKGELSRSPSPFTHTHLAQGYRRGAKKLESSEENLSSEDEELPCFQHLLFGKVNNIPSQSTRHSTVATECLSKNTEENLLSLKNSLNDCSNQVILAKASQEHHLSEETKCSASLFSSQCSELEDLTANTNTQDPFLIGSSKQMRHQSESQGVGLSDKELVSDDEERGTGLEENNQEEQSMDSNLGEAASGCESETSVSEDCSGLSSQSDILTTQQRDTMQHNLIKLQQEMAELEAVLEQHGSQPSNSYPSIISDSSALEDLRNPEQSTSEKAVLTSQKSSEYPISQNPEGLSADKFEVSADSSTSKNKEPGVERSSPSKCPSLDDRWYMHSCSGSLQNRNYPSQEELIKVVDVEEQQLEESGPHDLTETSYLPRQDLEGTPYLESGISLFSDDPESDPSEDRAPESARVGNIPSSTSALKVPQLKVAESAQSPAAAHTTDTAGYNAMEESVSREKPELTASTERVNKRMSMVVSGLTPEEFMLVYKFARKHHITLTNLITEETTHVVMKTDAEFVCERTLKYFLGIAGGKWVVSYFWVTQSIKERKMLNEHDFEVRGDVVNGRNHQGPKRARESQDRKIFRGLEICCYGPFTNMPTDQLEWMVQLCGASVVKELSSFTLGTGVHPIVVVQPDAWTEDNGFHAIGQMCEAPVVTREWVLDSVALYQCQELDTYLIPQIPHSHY
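Fluorescence polarization: His-tagged BRCT (~35 kDa BRCA1 C-terminus, 250 nM) bound to 100 nM fluorescein-labeled phosphorylated 10-aa BACH1 peptide, pH 7.3 phosphate buffer with DTT and Tween 20. Compounds incubated 12 min at room temperature; inhibition read as lowered polarization.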
Ub-GFP proteasome: proteasome inhibitors stabilizing ubiquitin-GFP reporter; Ubiquitin-GFP reporter cells, proteasome inhibition, GFP fluorescence; response scale: untreated = 0%, 10 µM MG-132 = 100%; Potency, µM (doses to about 45.9 µM), for the others: at the top dose activation (GFP accumulation), usual class: activators; 67,000 tested, under 10 active; AID 526; active = well fitted activation curve with a large enough effect, not every such curve was filed as active; inconclusive = small, poorly fitted or top-dose-only effect, or another doubt; inactive = no such curve, though single readings can be large or run the other way; note: potency is the fitted concentration of half-maximal effect
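U2OS cells stably expressing ubiquitin(G76V)-GFP, seeded overnight in 0.5% FBS medium, were exposed to compounds (qHTS, 46 uM to 2.9 nM) for 4 hr at 37 °C. GFP-positive cells were counted by laser cytometry (488 ex/515 em), normalized between basal and 10 uM MG-132.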
Hsp90 Hop PPI: changes Hsp90-Hop TPR2A binding signal, up or down; 0.44% of 71,000 active; AlphaScreen TPR2A-His6 binding biotin-Hsp90 C-terminal peptide; Potency, µM (titrated, usually from 57 µM), for the others: at the highest dose activity change, negative = inhibition; active = well fitted curve in either direction with a large enough effect; inconclusive = small, poorly fitted or top-dose-only effect, or another doubt; note: potency is the fitted concentration of half-maximal effect; % is set by controls: 0 for no effect and ±100 for the full control effect; many of its hits are not listed in these tables
CRE Fsk mod: alters forskolin-stimulated CRE reporter signaling in CHO cells | AID 662 | CHO CRE-bla reporter (cAMP response element driving beta-lactamase), forskolin EC10, beta-lactamase ratio | 2.5% of 71,000 active | Potency, µM (top dose mostly 38.2 µM), for the others: at the top dose activity change, negative = inhibition, most hits filed as activators; active = well fitted activation curve with a large enough effect in the signal ratio, with a control signal flat, not every such curve was filed as active; inconclusive = small, poorly fitted or top-dose-only effect, or effect the other way, or a change in a side signal; the % refers to the signal ratio; note: potency is the fitted concentration of half-maximal effect; % of control where 0% means no effect
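Reporter-gene assay: CHO cells with beta-lactamase behind cAMP responsive elements, co-treated with compound and EC10 NKH 477 for 3 hours at 37 degrees Celsius. Activity came from the 460/530 nm CCF4 emission ratio.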
BRCT PPI red: BRCT-phosphoprotein interaction inhibition (red fluorophore); AID 892; BRCT-phosphopeptide binding, red fluorescence polarization; 0.03% of 75,000 active; P38398; Potency, µM (highest dose often 76.9 µM), without a hit: at the highest dose activity change, negative = inhibition, actives largely listed as inhibitors; note: % is set by controls: 0 for no effect and ±100 for the full control effect
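Fluorescence polarization: 100 nM His-tagged BRCA1 BRCT with 100 nM TAMRA-labelled phospho-BACH1 decapeptide, phosphate buffer pH 7.3 with 150 mM NaCl, DTT, 0.01% Tween 20; 12 min RT. Binding inhibition seen as FP decrease.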
USP2a inh: USP2a (human) protease inhibition. O75604. Potency, µM (top dose mostly 38.3 µM), inactives show top-dose activity change, negative = inhibition, hits mostly inhibitors. USP2a enzymatic assay, qHTS inhibition. AID 927. 0.1% of 60,000 active;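 note: potency is the fitted concentration of half-maximal effect; nearly all actives have a fitted effect of over 60% in size; plate controls were DMSO for no effect and NEM full inhibition control for full effect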
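Inhibition is measured in a cell-free coupled assay with 20 nM USP2 core, 20 nM Ub-PLA2 and 20 uM NBD C6-HPC, 2.5 h incubation. Activity normalized to NEM control.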
ALOX15 inhib: 15-hLO (ALOX15) enzyme inhibition; Potency, µM (doses to about 57.1 µM), without a hit: top-dose activity change, negative = inhibition, most hits filed as inhibitors; AID 887; 1.4% of 74,000 active; purified 15hLO-1, xylenol orange hydroperoxide absorbance; note: potency is the fitted concentration of half-maximal effect; % is set by controls: 0 for no effect and ±100 for the full control effect; nearly all actives have a fitted effect of over 55% in size
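Compounds were preincubated 15 min at room temperature with 40 nM purified human enzyme (25 mM Hepes pH 7.5, 0.01% Triton X-100); 50 uM arachidonic acid reacted 6 min. Fe-xylenol orange detection, 30 min, absorbance ratio 573/405 nm.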
HBB splicing: hemoglobin beta splicing modulation. HBB splicing reporter cell assay, activation; EGFP reporter with mutant IVS2-654 intron; response scale: normalised to 500 nM splice-correcting PNA. Potency, µM (highest dose often 46.1 µM), without a hit: at the top dose activation, hits mostly activators. 0.06% of 65,000 active. AID 925; note: potency is the fitted concentration of half-maximal effect; 0% is about no effect
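HeLa cells stably expressing EGFP interrupted by mutant beta-globin intron 2 (IVS2-654), 500/well in 2% FCS. Treated with compound for 2 days at 37C. Splicing correction scored as total well GFP intensity (488 nm excitation, 500-520 nm emission); 500 nM antisense PNA served as control.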
HADH2 inh: HADH2 (human) dehydrogenase inhibition. Q99714. recombinant HADH2, NADH fluorescence, beta-hydroxybutyryl-CoA. Potency, µM (highest dose often 57.1 µM), for the others: at the highest dose activity change, negative = inhibition, usual class: inhibitors. 3.4% of 73,000 active; note: potency is the fitted concentration of half-maximal effect; % is set by controls: 0 for no effect and ±100 for the full control effect; nearly all actives have a fitted effect of over 60% in size; many of its hits are not listed in these tables
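Read-out: 360 nm excitation, 450 nm emission, kinetic over 4 min. Conditions: His-tagged human HADH2 20 nM, pH 9.0 Tris with Tween-20, 1 mM NAD+, 90 uM beta-hydroxybutyryl-CoA.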
Pol III holo inh: DNA polymerase III holoenzyme inhibition. 0.25% of 71,000 active. AID 603. Potency, µM (series often up to 57.1 µM), inactives show at the highest dose activity change, negative = inhibition. reconstituted DNA polymerase III holoenzyme replication, biochemical; note: potency is the fitted concentration of half-maximal effect; % is set by controls: 0 for no effect and ±100 for the full control effect
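Reconstituted *E. coli* holoenzyme (0.35 nM Pol III, 1 nM beta, 154 nM SSB, 2 nM primase) was preincubated with compound for 15 min at RT. Synthesis on 1.4 nM ssM13Gori ran 35 min, then was stopped with PicoGreen/EDTA and read as dsDNA fluorescence.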
Starred values were filed as active, the others as inactive; ? = inconclusive; . = not tested or not shown; [ ] = another dose, or the depositor's remark. Unless noted, calls come from the whole dose curve; as a rule, active = well fitted curve in the direction sought with a large enough effect; inconclusive = small, poorly fitted or top-dose-only effect, or another doubt; inactive = no such curve, though single readings can be large; an effect the other way counts as inactive or inconclusive. Not all compounds are listed; rates above refer to the full screens.

SMILES	GFP derepression	BRCT PPI green	Ub-GFP proteasome	Hsp90 Hop PPI	CRE Fsk mod	BRCT PPI red	USP2a inh	ALOX15 inhib	HBB splicing	HADH2 inh	Pol III holo inh
O=C(NCc1cccc(F)c1)C1CCN(S(=O)(=O)Cc2ccccc2)CC1	-0.2%	-1.9%	8.2%	-0.5%	-4.4%	-0.3%	-4.5%	2.5%	.	-10.7%	-4.4%
CS(=O)(=O)N1CCN(c2ccccc2F)CC1	-2.7%	-2.3%	-5.1%	0.5%	-7.2%	-0.2%	-1.7%	16.2%	-1.5%	-1.2%	-3.1%
CCN(CCO)c1ccc(-n2c(N)c(C(=O)OC)c3nc4ccccc4nc32)cc1	0.0%	-2.3%	2.7%	-6.1%	20.8%	-0.5%	18.9%	-22.0%	-0.3%[57.5 µM]	-1.8%	-4.8%
CCOc1ccc(NC(=O)C(C)O)c(NS(=O)(=O)c2ccc(CCNC(C)=O)cc2)c1 (configuration not stated)	0.0%	-0.1%	-0.9%	-4.5%	?	0.1%	3.1%	3.6%	-0.6%	8.0%	1.6%
O=C(O)CCCC(=O)OCCCCc1cccs1	0.0%	0.3%	8.3%	-0.9%	-3.3%	0.3%	-7.2%	3.7%	1.3%[9.22 µM]	1.8%	-4.3%
COc1ccc2cc(C(c3nnnn3Cc3ccc(F)cc3)N3CCCCCC3)c(=O)[nH]c2c1 (configuration not stated)	-1.9%	1.7%	-3.4%	-6.0%	?	0.2%	259.1%[activator]	?	.	0.3%	-9.9%
Cc1cc(NC(=O)CSc2nnc(COc3cccc(C)c3C)n2C)no1	-2.3%	-0.9%	-1.9%	-1.1%	-0.1%	-0.5%	.	4.9%	0.3%[57.5 µM]	10.0%	-1.2%
CCCCC[C@H](O)/C=C\[C@@H]1[C@H](O)CC(=O)[C@@H]1CCCCCCC(=O)O	0.0%[20.6 µM]	-0.6%[34.4 µM]	-1.3%[20.5 µM]	-4.5%[26 µM]	?	-1.5%[34.4 µM]	-3.5%[17.1 µM]	3.8%[25.6 µM]	0.2%[20.6 µM]	-4.0%[25.6 µM]	-3.4%[25.6 µM]
CCCOc1ccc(N2C(=O)CC(N3CCN(c4nc5ccccc5s4)CC3)C2=O)cc1 (configuration not stated)	-1.7%	-0.3%	-1.3%	-1.9%	-15.5%	1.3%	25.8%	0.3%	0.3%	8.1%	-0.1%
CC1CCN(S(=O)(=O)c2ccc(S(=O)(=O)NCC3COCCO3)cc2)CC1 (configuration not stated)	-0.3%	-5.8%	-1.7%	-4.4%	5.4%	0.5%	32.3%[activator]	8.6%	-3.5%	22.2%	3.7%
COc1ccc(CNC(=O)CSc2ncn[nH]2)cc1	-2.3%	-1.9%	0.2%	0.5%	-8.4%	-1.4%	-4.6%	-1.9%	-0.6%	-4.4%	0.9%
COC(=O)NC1CCS(=O)(=O)C1 (configuration not stated)	0.0%	-4.0%	1.9%	0.5%	-2.0%	0.3%	-4.3%	9.8%	0.3%[57.5 µM]	4.3%	-6.8%
CCOc1cc(-c2nc3ccccn3c2NCC2CCCO2)ccc1O (configuration not stated)	0.0%	-2.1%	-0.9%	?	15.0%	0.7%	2.8%	0.1%	1.2%	-27.4%	-3.0%
COc1cccc(C(=O)Nc2ncc3c(n2)CC(c2ccc(OC)cc2OC)CC3=O)c1 (configuration not stated)	8.9%	-3.5%	1.7%	-2.3%	?	-1.2%	53.5%[activator]	-5.5%	-1.5%[57.5 µM]	3.3%	-1.7%
CCC1(C)COC2(OC1)C(=O)Nc1ccccc12 (configuration not stated)	2.0%	-0.7%	-1.9%	-4.5%	-0.2%	-2.1%	7.7%	3.2%	-0.2%	0.6%	-4.2%
O=C(Nc1ccccc1C(F)(F)F)N1CCC(n2c(=O)[nH]c3ccccc32)CC1	0.0%	-0.7%	3.7%	-2.2%	-3.9%	-2.9%	6.1%	-22.5%	-0.7%	2.5%	0.8%
COc1cc(SC)ccc1C(=O)NC1CCCCC1	-1.5%	1.7%	4.0%[9.17 µM]	-0.8%[11 µM]	?	1.8%	3.9%[7.66 µM]	-7.0%[11.4 µM]	-1.7%[0.0738 µM]	0.8%[11.4 µM]	-8.1%[11.4 µM]
c1cc(C2OCCN2CC2COC3(CCCC3)O2)ccn1 (configuration not stated)	-1.2%	-1.2%	-2.5%	-1.6%	-1.3%	0.3%	-8.6%	12.4%	-2.6%	-4.6%	-5.3%
Cn1c(=O)c(-c2ccc(Cl)cc2)nc2cnc(OCc3ccccc3)nc21	8.4%[9.22 µM]	-1.0%	0.9%	-4.7%	?	0.3%	59.0%[activator]	5.4%	-0.9%	6.8%	-7.4%
c1nc(N2CCNCC2)c2sc3nc(N4CCOCC4)c4c(c3c2n1)CCC4	8.6%	0.4%	-3.9%	-6.5%	12.5%	-1.8%	5.3%	-7.7%	-1.6%	10.3%	1.1%
COc1ccc(N2CCN(S(=O)(=O)/C=C/c3ccccc3)CC2)cc1	0.0%	-1.7%	-5.3%	-2.9%	-4.9%	-2.1%	-2.0%	0.7%	-0.6%	7.3%	-8.2%
Cc1ccc(N2CC(C(=O)OCC(=O)C(C)(C)C)CC2=O)cc1C (configuration not stated)	5.5%	1.3%	0.0%	2.6%	11.5%	0.0%	2.6%	-8.5%	.	3.9%	4.5%
CCOC(=O)COc1ccc(N)cc1CC(NC(C)=O)(C(=O)OCC)C(=O)OCC	-1.8%	-2.3%	-7.7%	-6.0%	-3.5%	1.9%	4.0%	-7.6%	1.1%	8.7%	-3.2%
CCCC(=O)N1CCN(c2ccc(NC(=O)c3ccc(Br)o3)cc2)CC1	-2.7%	0.0%	-9.9%	-3.7%	-5.3%	0.3%	9.9%	-4.2%	0.9%	9.0%	-1.5%
O=C(Cn1cnc2c(nnn2Cc2ccc(F)cc2)c1=O)N1CCCc2ccccc21	2.2%	3.2%	10.2%	-10.6%	?	-0.7%	6.6%	2.6%	-3.4%	10.4%	0.3%
Cc1onc(-c2c(F)cccc2Cl)c1C(=O)N1CCCc2ccccc21	1.3%	1.4%	0.9%	-1.1%	-21.2%	0.5%	13.3%	12.0%	0.0%	-0.2%	-3.3%
CC(C)C(c1nnnn1C1CCCCC1)N1CCOCC1 (configuration not stated)	0.0%	-0.7%	4.6%	1.6%	1.1%	0.5%	.	4.0%	0.2%[57.5 µM]	-8.8%	-2.1%
O=C(CSc1nnc(-c2cccnc2)n1Cc1ccco1)Nc1nc(-c2ccc(F)cc2)cs1	-3.6%	0.9%	2.6%	-10.0%	3.8%	0.2%	40.7%[activator]	-8.3%	.	37.6%[activator]	-14.8%
Cc1nc(-n2nnc3ccccc32)c2c3c(sc2n1)CCCC3	4.3%	1.1%	1.0%	13.6%	?	0.6%	7.2%	?	-1.3%	11.2%	-0.8%
COC(=O)c1sccc1NC(=O)C1C2C=CC(O2)C1C(=O)O (configuration not stated)	3.4%	-0.3%	13.5%	-0.7%	4.8%	-0.1%	-10.0%	1.5%	0.9%	-10.9%	-5.5%
O=C(N[C@@H](Cc1ccccc1)C(=O)CCl)OCc1ccccc1	-1.1%	-2.2%	7.8%	-7.5%	?	-4.6%	-17.6%	-20.6%	0.6%	-29.9%	-5.0%
Clc1ccc(-n2nnnc2Sc2ncnc3sccc23)cc1	2.6%	1.5%	-4.1%	-1.0%	?	-1.5%	4.2%	-6.8%	-1.1%	15.8µM*	0.4%
Cc1ccccc1-c1ccc2ncnc(N3CCN(C)CC3)c2c1	2.3%[9.22 µM]	-1.4%	-1.5%	3.2%	?	-1.8%	34.5%[activator]	-0.1%	-0.7%	4.6%	-8.7%
COc1cccc(N2C(=O)C3ON(c4ccccc4)C(c4cccs4)C3C2=O)c1 (configuration not stated)	0.0%	-2.6%	2.0%	-1.1%	-14.6%	0.1%	.	7.9%	-0.7%	-7.8%	-0.4%
Cn1c(=O)c2c(nc(CN3CCc4ccccc4C3)n2CCc2ccccc2)n(C)c1=O	0.0%	-0.1%	2.4%	-5.5%	2.6%	1.1%	3.5%	-7.5%	2.9%	-6.6%	8.8%
CCOC(=O)C1=C(C)NC2=C(C(=O)CCC2)C1c1ccc(N(C)C)cc1 (configuration not stated)	0.0%	-0.3%	15.4%	-5.6%	11.1%	-1.4%	8.8%	-13.5%	1.5%[9.22 µM]	-6.9%	1.2%
